Screening results: PubChem BioAssay, National Center for Advancing Translational Sciences (NCATS)
12-LOX inh: inhibitors of human 12S-lipoxygenase ALOX12; P18054; purified 12hLO, xylenol orange hydroperoxide absorbance; Potency, µM (top dose mostly 108 µM), without a hit: at the top dose activity change, negative = inhibition, hits mostly inhibitors; 580,000 compounds, 1.1% hits; AID 1671190; active = well fitted inhibition curve with a large enough effect; inconclusive = small, poorly fitted or top-dose-only effect, or another doubt; inactive = no such curve, though single readings can be large or run the other way
Target sequence (P18054 whole entry, looked up): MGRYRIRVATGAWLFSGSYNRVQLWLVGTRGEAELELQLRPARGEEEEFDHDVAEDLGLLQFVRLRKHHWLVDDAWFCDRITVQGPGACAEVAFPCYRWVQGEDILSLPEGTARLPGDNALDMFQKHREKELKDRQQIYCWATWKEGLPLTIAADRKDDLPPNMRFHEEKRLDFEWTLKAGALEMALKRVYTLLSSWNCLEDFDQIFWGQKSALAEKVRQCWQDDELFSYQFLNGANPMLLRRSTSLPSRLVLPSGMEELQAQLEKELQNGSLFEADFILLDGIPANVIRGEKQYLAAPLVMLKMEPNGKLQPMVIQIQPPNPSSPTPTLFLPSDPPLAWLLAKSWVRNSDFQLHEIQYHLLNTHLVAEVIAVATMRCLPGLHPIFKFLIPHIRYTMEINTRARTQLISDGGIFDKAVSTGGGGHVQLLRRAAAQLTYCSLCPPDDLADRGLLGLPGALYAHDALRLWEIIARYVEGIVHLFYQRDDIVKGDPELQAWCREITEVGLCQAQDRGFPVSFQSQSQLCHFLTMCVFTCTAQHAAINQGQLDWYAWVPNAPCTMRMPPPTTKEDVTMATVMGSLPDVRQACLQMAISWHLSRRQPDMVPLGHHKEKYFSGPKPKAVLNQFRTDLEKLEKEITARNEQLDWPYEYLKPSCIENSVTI
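Hydroperoxide product was detected by ferrous iron/xylenol orange as the 573 to 405 nm absorbance ratio. Arachidonic acid at 40 uM (final) was turned over for 30 min at room temperature by 150 nM human 12hLO, pH 7.0 Hepes buffer, after 15 min compound preincubation.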
* = called active by the depositor; ? = inconclusive; [ ] = remark or other dose. % is set by controls: 0 for no effect and ±100 for the full control effect; potency is the fitted concentration of half-maximal effect.

Start of the data: the first 4 compounds, ahead of the listing:
SMILES,12-LOX inh
CN(C(=O)CN1CCN(c2cc(-c3cccc4oc5ccccc5c34)ncn2)CC1)c1ccccc1,-22%
C[C@H](NC(=O)Cc1n[nH]c(=O)c2ccccc12)C(=O)N1CCN(c2ccccc2)CC1,-1%
O=C(CSc1nnnn1C1CCCCC1)NC(c1ccccc1)c1cccs1 (stereo not given),-3%
O=C(c1ccc(Br)cc1)N1CCc2[nH]nc(C(=O)N3CCOCC3)c2C1,1%

The list itself (from the top)
SMILES,12-LOX inh
CN(C(=O)CN1CCN(c2cc(-c3cccc4oc5ccccc5c34)ncn2)CC1)c1ccccc1,-22%
C[C@H](NC(=O)Cc1n[nH]c(=O)c2ccccc12)C(=O)N1CCN(c2ccccc2)CC1,-1%
O=C(CSc1nnnn1C1CCCCC1)NC(c1ccccc1)c1cccs1 (stereo not given),-3%
O=C(c1ccc(Br)cc1)N1CCc2[nH]nc(C(=O)N3CCOCC3)c2C1,1%
O=C(N[C@H](Cc1ccccc1)C(=O)N1CCCN(Cc2ccccc2F)CC1)[C@H]1O[C@@H](n2ccc(=O)[nH]c2=O)[C@H](O)[C@@H]1O,-2%
CCCOC(=O)c1ccc(OC(=O)CCCOc2ccc(Cl)cc2Cl)cc1,?
CCCCN(C)C(=O)c1cn2ccnc(-c3ccccc3)c2n1,15%
COc1ccc(Cc2c(-c3cccc(Cl)c3)nc3c(C)cc(Br)cn23)c(C)c1,7.9µM*
O=C(O)CCCC[n+]1ccccc1,-12%
CC(C)c1noc(-c2cn(C3CCN(C(=O)c4ccsc4)CC3)nn2)n1,1%
CN(C)S(=O)(=O)c1ccc(C(=O)OCC(=O)Nc2cccc(C(F)(F)F)c2)cc1,18%
COc1ccccc1-c1n[nH]nc1C1=CC(=O)C[C@H](c2ccc(F)cc2)C1,104%[activator]
CCNC(=O)Cc1c[nH]c2ncc(-c3ccccc3C)cc12,17%[176 µM]
Cc1c[nH]c(CN2CCn3nc(C(O)Cc4ccccc4)cc3C2)c(C)c1=O (stereo not given),62%[activator]
CN(CCc1ccccc1)C1(C(=O)N2CCCC(C#N)C2)Cc2ccccc2C1 (stereo not given),19%
O=C(NC[C@@H]1CCCN1)c1ccc(S(=O)(=O)NCc2ncc[nH]2)cc1,55%[activator]
Cc1ccccc1NC(=O)Cn1c(=O)c2cccn2c2ccccc21,?
O=C(NC[C@H]1COCc2nc3cc(F)ccc3n21)C1CC1,?
CN(C)CCN1CCN(C2CN(Cc3cn(Cc4ccc(Cl)cc4)nn3)S(=O)(=O)C2)CC1 (stereo not given),?
Cc1ccc2c(COC(=O)CCCN=C3NS(=O)(=O)c4ccccc43)cc(=O)oc2c1,?

Two neighbouring records out of the list so far:
SMILES,12-LOX inh
CN(C)CCN1CCN(C2CN(Cc3cn(Cc4ccc(Cl)cc4)nn3)S(=O)(=O)C2)CC1 (stereo not given),?
Cc1ccc2c(COC(=O)CCCN=C3NS(=O)(=O)c4ccccc43)cc(=O)oc2c1,?

Following part
SMILES,12-LOX inh
CC1(c2nnnn2-c2ccc3c(c2)OCCO3)CCC(=O)N1Cc1cccc(C(F)(F)F)c1 (stereo not given),-2%
Cc1ccc(-c2cc3c(=O)n(CCNC(=O)Cc4cccs4)ccn3n2)cc1C,-4%
CC(c1nc(-c2cccs2)no1)N(C)Cc1cccc(Cl)c1 (stereo not given),-2%
CC1(C(=O)NCc2cccc3ccccc23)CCN1Cc1cccc2c1OCO2 (stereo not given),1%
CC(C)[C@H]1CN(CCS(C)(=O)=O)C[C@@H]1NC(=O)CCn1cncn1,?
CCNC(=O)c1coc(COc2ccc3c(c2)C(c2cccc(F)c2)N(C(=O)C(C)C)CC3)n1 (stereo not given),7%
Cc1ccc(C(=O)NC(C(=O)N2CCCCC2)C2CCN(C(=O)c3ccc4c(c3)OCO4)CC2)cc1 (stereo not given),11%
CC1Oc2ccc(NC(=O)c3ccc(F)cc3F)cc2CN(C2CCCc3ccccc32)C1=O (stereo not given),19%
CCCC(=O)NNC(=S)NC1CC1,-4%
COCCNC(=O)C1(C)CN(Cc2ccccc2)Cc2ccc(N3CCOCC3)nc21 (stereo not given),30%[activator][176 µM]
CCN1CCN(CC(=O)N2C[C@@H](C(=O)O)[C@H](c3ccccc3OC)C2)CC1,?
COC(=O)C1=C(C)N(Cc2cccc(C(F)(F)F)c2)C(=NCc2cc(OC)c(OC)c(OC)c2)NC1c1cccc(Cl)c1 (stereo not given),?
COc1ccccc1-c1nnc([C@H]2CCN(CC(C)C)C2)o1,46%[activator][176 µM]
COCC(C)NC(=O)c1cccc2c(=O)c(C)c(-c3ccccc3)oc12 (stereo not given),?
COc1ccc(NC(C)=O)cc1NC(=O)c1nn(C)c(=O)c2ccccc12,-29%
COc1ccc([C@@H](NC(=O)c2scc3c2OCCO3)C2CC(O)C2)cn1 (stereo not given in full),18%
CN1CCc2c([nH]c3ccccc23)C12CCN(C(=O)c1ccccn1)CC2,22%
CC(C)C[C@@H](NC(=O)C1=C[C@@H](NC(=O)CC2(CC(=O)O)CCCC2)[C@@H](O)[C@H](O)C1)C(N)=O,0%
CC(=O)N1Cc2ccccc2CC2(CCCN2CC2CCOCC2)C1 (stereo not given),0%[6.33 µM]
Nc1cccc(/C=C/C(=O)c2ccccc2)c1,5%
COC(=O)[C@@H]1Cc2ncn(Cc3ccc(OC)cc3)c2CN1C(=O)c1cccs1,4%[176 µM]
COc1ccc(CC(=O)NC2CCCc3c2[nH]c2c(Cl)cccc32)cc1 (stereo not given),12%
O=C(NC1CC1)[C@@H]1C[C@@H](Sc2nc3ccccc3[nH]2)CN1CC1CCCCC1,9%
COc1ccc(-c2c(C)c3ccc(OS(=O)(=O)c4ccccc4)cc3oc2=O)cc1OC,-6%
N#Cc1ccc(C(=O)N2CCCN(c3cc(-c4ccc(Cl)cc4)[nH]n3)CC2)cc1,0%
CCc1ccc(S(=O)(=O)c2cnc3ccccc3c2N2CCOCC2)cc1,?
CCC(c1cccs1)N1C(=O)[C@H]2CN(S(=O)(=O)c3ccc(Cl)cc3)C[C@H]2C1=O (stereo not given in full),23%
c1cc(-c2ccc(CN3CCC4(CCNCC4)C3)o2)[nH]n1,13%
CC1(C(=O)Nc2ccccc2Cc2ccccc2)CCN1Cc1ccccc1Cl (stereo not given),-2%
O=C(NC1CCCCCCC1)C1c2ccccc2C(=O)N1CCCN1CCCCC1 (stereo not given),0%
O=C(NCc1ccccn1)c1ccc2c(c1)n(Cc1cccc(F)c1)c(=O)c1ccnn12,93%[activator]
CNC(C)c1ccc(OC(F)(F)F)cc1 (stereo not given),1%[22.9 µM]
COc1ccc(C(=O)N2[C@@H]3CC[C@H]2CC(NC(=O)c2ccncc2)C3)c(OC)n1 (stereo not given in full),43%[activator]
CC(C)(C)c1ccc(C(=O)N2CCC3(CC2)N=C(c2ccccc2)NO3)cc1,22%
Clc1cccc(-c2noc(CSc3nc4ccccc4o3)n2)c1,7%
COc1ccc2c3n(c(=NC(=O)c4cccnc4)nc2c1OC)CCN3,0%[57.4 µM]
Cc1ccccc1Nc1nc(-c2ccc([N+](=O)[O-])cc2)cs1,?
CN(C(=O)c1ccc(N)cc1)C1CCCCC1,24%
Cc1ccccc1-c1noc(CNC(C)c2ccc(-n3cncn3)cc2)n1 (stereo not given),1%
OCc1ccc(-c2cncc3nccn23)cc1,13%
COCCNC(=O)C1COC2(CCC(C)CC2)N1C(=O)c1ccccc1C (stereo not given),29%
COc1ccc(Cc2nc3nccc(-c4ccc5c(c4)OCCCO5)n3n2)cc1,41%
COCC(=O)N[C@H]1CCN(C(=O)COC)[C@H](C(=O)N[C@@H](Cc2cccs2)C(N)=O)C1,60%
O=C(NCc1ccccc1F)c1nc2sccn2c1Br,-1%
COc1ccc(-c2ccc3c(n2)CN(C)C(=O)CO3)cc1,4%[176 µM]
Cc1cccc(C(=O)N2CCOc3ccc(CCC(N)=O)cc3C2)c1,33%[activator]
O=C(NCCN1CCOCC1)c1cnn(-c2nccc(-c3cccs3)n2)c1C1CC1,3%
O=C(Nc1cc(F)c(F)c(F)c1)N1CC2CC(C1)[C@H]1CCCC(=O)N1C2 (stereo not given in full),25%
O=C1/C(=C/c2ccsc2)CCc2ccccc21,?
O=C(O)CNC(=O)CNS(=O)(=O)c1ccccc1,?
CS(=O)(=O)N1CCCC(C(=O)N2CCOCC2)CCNC(=O)CC1 (stereo not given),14%
Cc1cc(C)nc(Nc2nc(C)c3ccccc3n2)n1,-20%
C/C=C/C=C/C(=O)Nc1ccccc1-c1cccs1,?
COCCN1Cc2[nH]nc(-c3ccc(OC)c(OC)c3)c2CC1=O,10%[176 µM]
O=C(c1ccco1)N1CCN(C(=O)c2nnn3c2COC(c2ccccc2)C3)CC1 (stereo not given),-1%
COc1ccccc1CCC(=O)N1CCC(Cc2nc(-c3ccc(F)cc3)no2)CC1,-3%
C/C(=N/Nc1cc(C(F)(F)F)ccc1Cl)c1ccccc1Br,-10%
O=[N+]([O-])c1ccccc1S(=O)c1ccccc1[N+](=O)[O-],-10%
Cc1cccn2cc(CN3CCN(S(=O)(=O)c4ccccc4)CC3)nc12,?
CC(C)CNC(=O)N1CCCC(c2nc(C(C)C)no2)CCNC(=O)CC1 (stereo not given),7%

Pulled by structure from above, three records:
SMILES,12-LOX inh
Cc1cccn2cc(CN3CCN(S(=O)(=O)c4ccccc4)CC3)nc12,?
COc1ccc(-c2ccc3c(n2)CN(C)C(=O)CO3)cc1,4%[176 µM]
CC(C)CNC(=O)N1CCCC(c2nc(C(C)C)no2)CCNC(=O)CC1 (stereo not given),7%

Later entries
SMILES,12-LOX inh
COc1ccc(C(=O)N[C@@H]2CCC[C@@H]2C(=O)N2CCC(Cc3ccccc3)CC2)cc1,?
COc1ccc(-c2nnc3n2CCN(C(=O)Cc2cccc(Cl)c2)C3)cc1,49%[activator]
CCc1nc(-c2c3n(c(=O)n(Cc4ccc(C)cc4)c2=O)CCCC3)no1,?
CN[C@@H](CO)C(=O)N1CCC(c2cc(Cc3ccccc3)[nH]n2)CC1,?
CC1=CC(C)C2(COC(CCc3ccccc3)OC2)C(C)C1 (stereo not given),?
OC(c1ccc(Cl)cc1)c1ncc(-c2ccccc2F)[nH]1 (stereo not given),1%
c1coc(CN2CCN(Cc3ccc(OCc4ccncc4)cc3)CC2)c1,-6%
CC(C)(C)NC(=O)NC(=O)CSc1nc2ccccc2c(=O)n1-c1ccc(F)cc1F,-4%
CCc1nc2c(=O)n(CC(=O)NCc3ccc4c(c3)OCO4)nc(C)c2s1,21%
Cc1ccc(-c2ccc(CN3C(C(C)C)C(=O)N(Cc4cn(CCC5OCCO5)nn4)CCS3(=O)=O)cc2)cc1 (stereo not given),-33%
O=C(Nc1ccccc1)c1cc(C2CCCN(C(=O)C3CC3)C2)on1 (stereo not given),-2%
COc1cccc(Nc2cc3c(cn2)cc(-c2cccc(C(F)(F)F)c2)n3C)c1,?
Cc1cnc(NC(=O)c2csc(NC3CC3)n2)s1,23%
CC(C)c1noc(-c2ccn3c(CNC(=O)c4ccc(F)c(Cl)c4)nnc3c2)n1,12%
CCCCCCCCc1ccc(/C(C=[N+](C)C)=C/N(C)C)cc1,?
O=C(NCCN1CCNC1=O)c1cnc2n1CCN(Cc1nccs1)CC2,11%[176 µM]
CCCc1ccc(Oc2cc(-n3ncc(C(C)=O)c3C)nc(C)n2)cc1,12%
Cc1ccc(OCc2nc(C3CN(C(=O)c4ccc(Cn5nc(C)cc5C)o4)C3)no2)cc1,4%
O=C(CN1CCCCCC1)Nc1nc(-c2ccccc2)cc(-c2ccccc2)n1,-1%
O=C(c1cccc(C(F)(F)F)c1)N1CCC(Oc2ncccc2C(=O)N2CCCCC2)C1 (stereo not given),22%
CCCCNc1nc(-c2ccc(S(C)(=O)=O)cc2)cs1,-27%
Cc1ccc(C)c(-c2[nH]ncc2CN2CCCC(CO)(CCc3ccccc3)C2)c1 (stereo not given),7%
Cc1cc(C)n(CC(=O)N2CCCn3ccnc3C2c2ccccc2)n1 (stereo not given),10%
O=C(NCc1ccco1)C1CCc2sc(C(=O)N3CCCCCC3)cc2C1 (stereo not given),-1%
O=C1NC(=NC2CCCC2)C2(CCN(Cc3ccccc3)C2)N1c1cc(F)cc(F)c1 (stereo not given),5%[6.33 µM]
O=C(Cc1ccc(F)cc1)N1CCC(c2n[nH]c(=O)n2Cc2ccc(F)cc2)CC1,?
COc1ccc(C(CC(=O)O)NC(=O)c2ccccc2Br)cc1 (stereo not given),?
N#CC1CCN(C(=O)c2nc(-c3ccc(Cl)cc3Cl)c3ccccn23)CC1,-24%
CCCNc1c(NC(=O)c2cccc(OC)c2)c(=O)oc2ccccc12,?
CC(=O)c1ccc(Nc2nc(C(N)COCc3ccccc3)cs2)cc1 (stereo not given),?
c1ccc(COc2cccc(-c3cc4nc(NCCOc5ccccc5)ccn4n3)c2)cc1,-1%

This is a subset (hit frequency here may not be typical).
